Assay outcomes: PubChem BioAssay, National Center for Advancing Translational Sciences (NCATS)
GAA inhib: blocks human lysosomal alpha-glucosidase; purified human GAA, 4-MU-alpha-glucoside fluorescence; Potency, µM (highest dose often 76.9 µM), inactives show at the top dose activity change, negative = inhibition, most hits filed as inhibitors; 200,000 tested, 0.005% active; AID 1466;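 further: plate controls were uninhibited enzyme wells for no effect and no-enzyme background for full effect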
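Endpoint fluorogenic read: 20 min room-temperature reaction of 4 nM human alpha-glucosidase with 400 uM 4-methylumbelliferyl-alpha-D-pyranoside, pH 5.0, quenched with 1M NaOH/1M glycine pH 10. AC50 from Hill modeling.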
GAA glycogen mod: alters human alpha-glucosidase cleavage of glycogen; 300,000 tested, 0.38% active; P10253; Potency, µM (doses to about 76.4 µM), for inactives: at the top dose activity change, negative = inhibition, most hits filed as inhibitors; recombinant GAA, glycogen substrate, Amplex Red glucose oxidase fluorescence;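 further: 0% = full enzyme reaction and -100% = no-enzyme basal signal; the screen sought inhibitors and activators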
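Recombinant human alpha-glucosidase (4 nM final) hydrolysed bovine liver glycogen (30 ug) for 40 min at 37 C in pH 5.0 citrate/phosphate with 0.01% Tween-20. Released glucose detected by glucose oxidase/Amplex Red, Ex 573/Em 610 nm. Compounds up to 77 uM; AC50 from Hill fits.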
GLA spleen mod: inhibits or activates alpha-galactosidase in human spleen homogenate. 240,000 tested, 0.008% active. AID 2107. Potency, µM (top dose mostly 80 µM), for inactives: at the highest dose activity change, negative = inhibition, usual class: inhibitors. human spleen homogenate, 4MU-alpha-Gal fluorescence, 40 min;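 further: 0% = enzyme with vehicle and -100% = no enzyme basal signal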
Target sequence (P06280 32-429 limits assumed): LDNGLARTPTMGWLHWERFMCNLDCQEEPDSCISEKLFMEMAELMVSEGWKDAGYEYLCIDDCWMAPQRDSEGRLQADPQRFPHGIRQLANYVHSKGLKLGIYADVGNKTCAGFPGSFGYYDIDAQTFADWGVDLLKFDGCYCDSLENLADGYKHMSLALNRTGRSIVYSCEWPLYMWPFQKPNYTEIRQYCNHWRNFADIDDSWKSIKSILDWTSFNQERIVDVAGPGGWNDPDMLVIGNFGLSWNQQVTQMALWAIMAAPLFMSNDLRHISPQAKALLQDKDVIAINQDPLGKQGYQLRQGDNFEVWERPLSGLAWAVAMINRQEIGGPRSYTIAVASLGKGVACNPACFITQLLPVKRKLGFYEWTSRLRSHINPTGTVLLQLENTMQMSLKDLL
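qHTS titration in buffer at pH 5.0. Alpha-galactosidase activity in spleen homogenate was measured via 4-methylumbelliferone release from 1 mM fluorogenic substrate after 40 min at 37C and a pH 10 stop. AC50 came from Hill fits of control-normalized data.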
KDM4E inh: blocks human JMJD2E demethylase activity; B2RXH2; JMJD2E catalytic domain, FDH-coupled NADH fluorescence (FDH is formaldehyde dehydrogenase); Potency, µM (highest dose often 57.1 µM), for inactives: top-dose activity change, negative = inhibition, usual class: inhibitors; 230,000 tested, 1.6% active; AID 2147; active means well fitted inhibition curve with a large enough effect, not every such curve was filed as active; inconclusive means small, poorly fitted or top-dose-only effect, or another doubt; inactive means no such curve, though single readings can be large or run the other way;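 further: 0% = wells with enzyme and -100% = buffer wells without enzyme; nearly all actives have a fitted effect of over 50% in size; many of its hits are not listed in these tables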
SMN2 splice enh: enhancers of SMN2 splice variant expression. Potency, µM (highest dose often 46.1 µM), inactives show at the top dose activity change, positive = activation, hits mostly activators. 210,000 tested, 2.8% active. HEK293 SMN2-luciferase splicing reporter, luminescence, 30-36 h. AID 1458; further: % of control where 0% means no effect; nearly all actives have a fitted effect of over 55% in size
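HEK293 cells carry an SMN2 minigene-luciferase reporter in which exon 7 inclusion puts luciferase in frame. Cells were seeded at 2000 cells/well, attached for 10-12 hours, then exposed to compounds for 30-36 hours at 37C before ONE-Glo luminescence.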
GAA spleen mod: inhibits or activates alpha-glucosidase in human spleen homogenate; Potency, µM (doses to about 79.9 µM), inactives show at the top dose activity change, negative = inhibition, usual class: inhibitors; 240,000 tested, 0.006% active; human spleen homogenate, 4-MU-alpha-glucoside fluorescence; AID 2112;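 further: 0% = enzyme with vehicle and -100% = no enzyme basal signal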
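Compounds were titrated against alpha-glucosidase in spleen homogenate at pH 5.0, with 1 mM 4-methylumbelliferyl substrate for 40 min at 37 C. Reactions were quenched with pH 10 NaOH/glycine and fluorescence measured.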
RGS12 GoLoco inh: RGS12 GoLoco-Gai1 interaction inhibition; Gai1:RGS12 GoLoco peptide FP, rhodamine, 10 min; Potency, µM (series often up to 61.6 µM), for the others: at the top dose activity, negative = inhibition, most hits filed as inhibitors; 230,000 tested, 0.44% active; AID 880; active means well fitted inhibition curve with a large enough effect, not every such curve was filed as active; inactive means no such curve, though single readings can be large or run the other way; further: on the % scale 0 is the no-effect control and ±100 the full control effect; nearly all actives have a fitted effect of over 30% in size; many of its hits are not listed in these tables
ALDH1A1 inh: ALDH1A1 (human) enzyme inhibition. P00352. Purified ALDH1A1, NADH fluorescence, propionaldehyde substrate. Potency, µM (highest dose often 75.3 µM), for inactives: top-dose activity, negative = inhibition, most hits filed as inhibitors. 220,000 tested, 7.3% active. AID 1030; active means well fitted inhibition curve with a large enough effect, not every such curve was filed as active; inconclusive means small, poorly fitted or top-dose-only effect, or another doubt; inactive means no such curve, though single readings can be large or run the other way;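 further: plate controls were no enzyme wells and a reference inhibitor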
Target sequence (P00352 whole entry, looked up): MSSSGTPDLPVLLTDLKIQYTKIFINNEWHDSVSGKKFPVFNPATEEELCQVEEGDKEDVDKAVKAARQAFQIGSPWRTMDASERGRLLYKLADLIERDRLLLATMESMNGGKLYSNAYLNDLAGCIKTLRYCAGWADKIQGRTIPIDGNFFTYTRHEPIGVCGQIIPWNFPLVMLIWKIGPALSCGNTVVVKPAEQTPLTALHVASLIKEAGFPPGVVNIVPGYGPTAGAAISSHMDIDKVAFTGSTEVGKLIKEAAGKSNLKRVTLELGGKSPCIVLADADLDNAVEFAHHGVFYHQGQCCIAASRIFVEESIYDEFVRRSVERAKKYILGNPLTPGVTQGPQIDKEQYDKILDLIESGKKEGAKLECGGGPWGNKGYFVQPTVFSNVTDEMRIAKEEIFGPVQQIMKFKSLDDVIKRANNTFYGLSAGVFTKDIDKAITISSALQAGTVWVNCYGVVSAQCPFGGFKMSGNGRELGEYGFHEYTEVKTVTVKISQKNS
* hit, by the source's call; ? = inconclusive; . = not tested or not shown; & = joins results of further samples; [ ] = dose if it differs, or a comment. Unless noted, the call rests on the fitted dose curve; in most records, active means well fitted curve in the direction sought with a large enough effect; inconclusive means small, poorly fitted or top-dose-only effect, or another doubt; inactive means no such curve, though single readings can be large; an effect the other way counts as inactive or inconclusive. Potency means the concentration at half of the fitted maximal effect. An excerpt. The share of hits here may be higher or lower than overall.

SMILES	GAA glycogen mod	GAA spleen mod	GAA inhib	GLA spleen mod	SMN2 splice enh	RGS12 GoLoco inh	ALDH1A1 inh	KDM4E inh
CC1CCCN(c2nc(N(C)c3ccccc3)nc(N)c2[N+](=O)[O-])C1 (stereo unspecified)	-6%	-1%	-28%	3%	.	-8%	?	4%
CC(C)Oc1ccccc1/C=N/NC(=O)c1ccc(F)cc1	3%	-2%	-9%	1%	6%	8%	?	3%
O=C(N/N=C/c1cccnc1)c1ccccc1OCc1cccc(Br)c1	5%	-8%	-11%	-1%	-41%	6%	-5%	-10%
O=S(=O)(Nc1ccc(Oc2ncccn2)c(Cl)c1)c1ccc(F)cc1	4%	3%	-9%	3%	-7%	-9%	10µM*	2%
COc1ccc(OC)c(-c2nc(C(N)=O)c3[nH]c(=O)n(-c4ccc(F)cc4)c3n2)c1	-5%	-3%	-3%	-4%	14%	-6%	1%	-15%
CC(C)C(NC(=O)CSc1ccc(Cl)cc1)C(C)C	-12%	-3%	-13%	-1%	-32%	6%	-1%	2%
Cc1c(NS(=O)(=O)c2ccc3c(c2)Cc2ccccc2-3)c(=O)n(-c2ccccc2)n1C	3%	1%	7%	1%	1%	3%	-4%	-2%
C/C(=N\NC(=S)NC1CCCCC1)c1ccc(Cl)c(Cl)c1	3%	-5%	.	-11%	.	-1%	.	-16%
CCn1c(SCC(=O)Nc2ccccc2N2CCOCC2)nnc1-c1ccccc1	1%	-12%	-17%	-3%	-2%	10%	?	-3%
C=CCN1C(=O)C(CC(=O)O)SC1=Nc1c(C)n(C)n(-c2ccccc2)c1=O (stereo unspecified)	5%	-2%	0%	9%	13%	0%	3%	3%
CO[C@]1(NC(=O)CSCC#N)C(=O)N2C(C(=O)O)=C(CSc3nnnn3C)CS[C@H]21	.	1%[29.1 µM]	.	-6%[29.1 µM]	-13%[20.6 µM]	2%[21.6 µM]	-12%[20.9 µM]	-12%[25.5 µM]
O=S(=O)(c1cccc(-c2nnc3n2CCCCC3)c1)N1CCOCC1	3%	9%	.	5%	.	0%	.	5%
COc1ccc(CCNC(=O)CSc2ncnc3c2oc2ccccc23)cc1OC	8%	-1%	-5%	3%	-15%	-1%	-11%	-9%
CCO[C@H]1OC(C(=O)NC2CC2)=C[C@@H](c2c[nH]c3ccccc23)[C@@H]1CCCO	6%	5%	.	1%	.	2%	.	7%
CC(=O)Nc1ccc(NC(=S)NC(=O)c2ccc([N+](=O)[O-])cc2)cc1	5%	-2%	-2%	-3%	13%	4%	-5%	0%
CNC(=S)NNC(=O)c1sccc1OCc1ccccc1	?	4%	-2%	8%	1%	0%	-6%	0%

Ten entries from above, ordered by formula weight, rising.
SMILES	GAA glycogen mod	GAA spleen mod	GAA inhib	GLA spleen mod	SMN2 splice enh	RGS12 GoLoco inh	ALDH1A1 inh	KDM4E inh
CC(C)C(NC(=O)CSc1ccc(Cl)cc1)C(C)C	-12%	-3%	-13%	-1%	-32%	6%	-1%	2%
CNC(=S)NNC(=O)c1sccc1OCc1ccccc1	?	4%	-2%	8%	1%	0%	-6%	0%
C/C(=N\NC(=S)NC1CCCCC1)c1ccc(Cl)c(Cl)c1	3%	-5%	.	-11%	.	-1%	.	-16%
CC(=O)Nc1ccc(NC(=S)NC(=O)c2ccc([N+](=O)[O-])cc2)cc1	5%	-2%	-2%	-3%	13%	4%	-5%	0%
O=S(=O)(c1cccc(-c2nnc3n2CCCCC3)c1)N1CCOCC1	3%	9%	.	5%	.	0%	.	5%
CCO[C@H]1OC(C(=O)NC2CC2)=C[C@@H](c2c[nH]c3ccccc23)[C@@H]1CCCO	6%	5%	.	1%	.	2%	.	7%
C=CCN1C(=O)C(CC(=O)O)SC1=Nc1c(C)n(C)n(-c2ccccc2)c1=O (stereo unspecified)	5%	-2%	0%	9%	13%	0%	3%	3%
COc1ccc(CCNC(=O)CSc2ncnc3c2oc2ccccc23)cc1OC	8%	-1%	-5%	3%	-15%	-1%	-11%	-9%
CCn1c(SCC(=O)Nc2ccccc2N2CCOCC2)nnc1-c1ccccc1	1%	-12%	-17%	-3%	-2%	10%	?	-3%
CO[C@]1(NC(=O)CSCC#N)C(=O)N2C(C(=O)O)=C(CSc3nnnn3C)CS[C@H]21	.	1%[29.1 µM]	.	-6%[29.1 µM]	-13%[20.6 µM]	2%[21.6 µM]	-12%[20.9 µM]	-12%[25.5 µM]

Continuation.
SMILES	GAA glycogen mod	GAA spleen mod	GAA inhib	GLA spleen mod	SMN2 splice enh	RGS12 GoLoco inh	ALDH1A1 inh	KDM4E inh
COC(=O)c1ccsc1NC(=O)CN1CCN(Cc2ccc3c(c2)OCO3)CC1	7%	5%	5%	-2%	0%	-1%	14%	5%
CC1CN(C(=O)CCN2C(=O)c3ccccc3C2=O)CC(C)O1 (stereo unspecified)	-1%	1%	-1%	9%	10%	-9%	6%	-4%
COC(=O)C1=C(C(=O)OC)[C@@H]2N(Cc3ccccc3)c3ccccc3[C@@]23C[C@@H](C(=O)OC)N(S(=O)(=O)c2cccs2)C3=N1	.	-8%[17.4 µM]	.	-1%[17.5 µM]	-7%[9.22 µM]	-1%[14.2 µM]	-14%[13.5 µM]	-9%[11.4 µM]
O=C(NCCCCCCNC(=O)OCCO)OCCO	1%	1%	2%	-1%	-3%	1%	5%	2%
CCOC(=O)C1=C(O)C(=O)N(c2ccc(S(N)(=O)=O)cc2)C1c1ccccc1 (stereo unspecified)	4%	-1%	3%	3%	?	1%	-5%	?
CSC1=C(C#N)C(CC(C)C)C2=C(CCCC2=O)N1 (stereo unspecified)	-26%	-5%	-4%	0%	-12%	-2%	-13%	-11%
Cc1ccc(NC(=O)Cn2c(CCC(=O)O)ccc2-c2cccs2)cc1Cl	1%	-5%	-11%	-1%	-11%&-3%	5%	?	?
COC(=O)N1CCC2(CC1)CCN(c1cccc(-c3ccccc3)c1)CC2	.	6%	.	2%	-26%	8%	2%	.
Cc1cccc(C)c1NC(=O)C[n+]1cc(-c2ccccc2)n2c1CCC2	-1%	-15%	.	-4%	.	2%	.	4%
Cc1ccc(C2(c3noc(CN4CCOCC4)n3)CCCC2)cc1	-3%	-1%	-3%	-7%	.	5%	3%	9%
CC(N)(C(=O)O)c1ccc(S(=O)(=O)O)cc1 (stereo unspecified)	.	3%	.	3%	16%	7%	?	.
CCNC(=O)NC(=O)C(C)OC(=O)Cc1coc2cc3c(cc12)CCC3 (stereo unspecified)	4%	1%	2%	2%	?	4%	7%	-1%
O=C(Nc1ccc(-c2nnc(-c3ccco3)o2)cc1)C(c1ccccc1)c1ccccc1	5%	-5%	-1%	6%	-15%	-9%	?	?
CCN(CC)c1cc(Cl)nc(N)n1	3%	4%	6%	-2%	.	-9%	-12%	?
CC(C)(C)N(NC(=O)OCc1ccccc1)C(=O)c1ccccc1Cl	9%	6%	-5%	8%	6%	5%	2%	-4%
CC(C)Cn1c(SCC#N)nc2ccccc2c1=O	-10%	-2%	7%	2%	-18%	8%	?	1%
COCCN1C(=O)c2ccccc2C(C(=O)NCCN(C)C)C1c1ccc(F)cc1 (stereo unspecified)	-3%	-6%	0%	-3%	.	.	-20%	3%
Cc1ccc(Nc2n[nH]c(C)c2[N+](=O)[O-])cc1	-3%	2%	2%	-3%	18µM*	1%	-10%	-5%
Cc1ccc(-n2[nH]c(C)c(C=Nc3ccc4[nH]c(=O)[nH]c4c3)c2=O)cc1C	-5%	-7%	7%	-16%	-3%	7%	?	11%
CCOC(=O)c1[nH]ncc1CN1CCCC(C(=O)c2cc(Cl)ccc2OC)C1 (stereo unspecified)	5%	-2%	-2%	0%	.	3%	?	-7%
CCc1ccc(NC(=O)C(=O)N/N=C(\C)CC(=O)NCCOC)cc1	-17%	-21%	8%	-23%	5%	-4%	-7%	74%[activator]
Cn1c(NNC(=O)c2ccccc2F)cc(=O)n(C)c1=O	?	-2%	.	9%	.	3%	.	2%
COc1ccc(S(=O)(=O)N2CCN(CC(=O)Nc3cccc(F)c3)CC2)cc1	7%	-3%	-9%	7%	-9%	-12%	4%	6%
O=C(CC1CCCC1)NCCc1cn2ccccc2n1	1%	-2%	-5%	-3%	-6%	-5%	?	?
CCN(CC)C(=O)C1CCCN(c2ccc([N+](=O)[O-])cc2/C=N/NC(=O)c2ccccc2)C1 (stereo unspecified)	9%	1%	-9%	-4%	-3%	14%	28µM*	-13%
CC(=O)c1ccc(C(=O)N2CCc3c([nH]c4ccccc34)C2c2cccc(C)n2)s1 (stereo unspecified)	-3%	-7%	.	-5%	.	6%	.	-4%
Cc1ccc(S(=O)(=O)N/N=C\C=C\c2ccccc2)cc1	-2%	4%	-4%	5%	14%	3%	?	?
C#CCOCCOCCOCCNc1nc(N2CCN(C(=O)C([C@@H](C)CC)n3cc(C(N)Cc4ccc(O)cc4)nn3)CC2)nc(N2CCN(C(=O)[C@H](CCC(=O)O)n3cc(C(N)Cc4ccc(O)cc4)nn3)CC2)n1 (stereo partly specified)	3%	-1%	.	4%	.	8%	?	10%
NS(=O)(=O)c1cccnc1Nc1c(Cl)cccc1Cl	-11%	-3%	1%	-5%	.	10%	3%	4%
O=C(O)c1[nH]c2ccc(Br)cc2c1CCN1C(=O)c2cccc([N+](=O)[O-])c2C1=O	2%	-5%	-6%	-4%	.	4%	32µM*	3%
Cc1cc(NS(=O)(=O)c2ccc(NC(=O)C(CC(C)C)N3C(=O)c4ccccc4C3=O)cc2)nc(C)n1 (stereo unspecified)	0%	-11%	-4%	-2%	-7%	7%	6%	11%
CCN(CC)CC(=O)Nc1ccc(C)cc1Br	-1%	-4%	-6%	4%	.	-1%	13µM*	-2%
